# GLP1R cytotox = cytotoxicity in counter-screen for GLP-1R inverse agonists | HEK293 cAMP-luciferase reporter cells, luminescence, 24 h | Potency, µM (titrated, usually from 38.3 µM), for the others: top-dose activity change, negative = inhibition, hits mostly inhibitors | 410,000 compounds, 0.13% hits | AID 624418;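 also: loss of luciferase light is scored as toxicity; potency is read from the fitted curve at half-maximal effect; % is scaled to controls: 0 for no effect and ±100 for the full control effect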
#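 Cells in DMEM/10% Nu serum/1% pen-strep, 1536-well format. Pre-incubated 12 h, dosed with 23 nL compound, incubated a further 24 h. Luciferase detection, 12 min at room temp, luminescence.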
# PLK1 PBD block = inhibitors of human PLK1 polo-box domain binding | P53350 | Plk1 PBD binding of FITC phosphopeptide, fluorescence polarization | Potency, µM, for inactives: max response, negative = inhibition, most hits filed as inhibitors | 360,000 compounds, 2.8% hits; also: potency is read from the fitted curve at half-maximal effect; series mostly up to about 57 µM; % is scaled to controls: 0 for no effect and ±100 for the full control effect; nearly all actives have a fitted effect of over 65% in size
# DRD3 antagonist = blocks the human D3 dopamine receptor. 360,000 compounds, 2.5% hits. max response, negative = inhibition, %. AID 652054. P35462. D3R cells, DiscoveRx beta-arrestin luminescence, antagonist mode; stronger effect = lower value; in the data active = max response below about -50%; inconclusive = no clear call, values can overlap the other calls; also: % is scaled to controls: 0 for no effect and ±100 for the full control effect; mostly tested at two doses, the higher about 12 µM
# Target sequence (P35462 whole entry, looked up): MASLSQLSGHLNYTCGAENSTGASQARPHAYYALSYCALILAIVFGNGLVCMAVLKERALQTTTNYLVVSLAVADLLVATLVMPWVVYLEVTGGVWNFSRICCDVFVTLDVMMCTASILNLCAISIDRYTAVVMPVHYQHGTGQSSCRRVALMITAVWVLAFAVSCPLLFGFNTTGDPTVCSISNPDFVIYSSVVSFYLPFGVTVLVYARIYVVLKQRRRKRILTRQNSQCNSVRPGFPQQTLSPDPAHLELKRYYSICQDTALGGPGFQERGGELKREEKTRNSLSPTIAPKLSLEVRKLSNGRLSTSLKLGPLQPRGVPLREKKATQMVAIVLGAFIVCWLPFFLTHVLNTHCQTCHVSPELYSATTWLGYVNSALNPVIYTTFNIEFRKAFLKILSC
#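 Cells expressing the human receptor were seeded at 1500 cells/well, incubated overnight at 37 degrees C in 5% CO2, then exposed to library compounds with dopamine controls for 90 minutes at 37 degrees C before luminescent detection.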
# WRN helicase inh = blocks human WRN helicase | WRN helicase unwinding, fluorescent forked duplex, kinetic | Potency, µM (doses to about 114 µM), inactives show top-dose activity change, negative = inhibition, usual class: inhibitors | 360,000 compounds, 0.46% hits; also: potency is read from the fitted curve at half-maximal effect; % is scaled to controls: 0 for no effect and ±100 for the full control effect; nearly all actives have a fitted effect of over 55% in size
#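 Fluorescence dequenching readout, ex 525 nm/em 598 nm, kinetic mode: forked duplex DNA (100 nM final) with adjacent fluorophore and quencher unwound by WRN (20 nM final) with 2 mM ATP. Compound preincubation 15 min, room temperature.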
# PI5P4Ka inh = inhibitors of human PI5P4K alpha | P48426 | 330,000 compounds, 1.2% hits | max response, % | PI5P4Kalpha enzyme, ADP-Glo luminescence, 60 min; stronger effect = lower value; active = max response of -50% or lower; inconclusive = between -30% and -50%; inactive = -30% or higher; also: value at the top dose of about 77 µM; % is scaled to controls: 0 for no effect and ±100 for the full control effect
#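 Human PI5P4Kalpha with substrate in 0.038 M HEPES pH 7.4, 0.28 mM EGTA, 0.1% CHAPS, 5% DMSO; reaction started with 5 microM ATP (final), 60 min at room temperature. ADP formed read by ADP-Glo luminescence.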
# GLP-1R inv ag = inverse agonists of human GLP-1 receptor. P43220. HEK293 GLP-1R CRE-luciferase, luminescence, 24 h; GLP-1R form is constitutively active. Potency, µM (top dose mostly 38.3 µM), for the others: at the top dose activity change, negative = inhibition, usual class: inhibitors. 410,000 compounds, 1.6% hits; also: potency is read from the fitted curve at half-maximal effect; % is scaled to controls: 0 for no effect and ±100 for the full control effect; nearly all actives have a fitted effect of over 55% in size
# Target sequence (P43220 whole entry, looked up): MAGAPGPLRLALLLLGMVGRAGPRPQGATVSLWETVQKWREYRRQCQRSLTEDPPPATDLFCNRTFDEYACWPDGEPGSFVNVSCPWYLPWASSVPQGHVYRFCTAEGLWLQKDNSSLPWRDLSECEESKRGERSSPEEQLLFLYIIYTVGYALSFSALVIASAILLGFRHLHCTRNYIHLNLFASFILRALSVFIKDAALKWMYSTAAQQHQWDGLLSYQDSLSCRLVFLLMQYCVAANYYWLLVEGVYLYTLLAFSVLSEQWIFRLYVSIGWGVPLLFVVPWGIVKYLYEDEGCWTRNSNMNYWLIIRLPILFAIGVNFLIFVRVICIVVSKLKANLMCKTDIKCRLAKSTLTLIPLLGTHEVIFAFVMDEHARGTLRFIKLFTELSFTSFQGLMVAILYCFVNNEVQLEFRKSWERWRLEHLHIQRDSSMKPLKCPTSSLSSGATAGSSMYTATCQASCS
#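 GLP-1R inverse agonism mode: basal reporter luminescence in engineered HEK293 cells measured after one day of compound exposure at 37 deg C, with a 12 min room-temperature detection step.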
# D3 ag = activates the human D3 dopamine receptor. max activation, %. 410,000 compounds, 0.58% hits. P35462. AID 652048. D3R DiscoveRx beta-arrestin cells, luminescence, 90 min; in the data active = max activation above about 30%; also: 0% is about no effect; mostly tested at two doses, the higher about 12 µM
#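 Agonist-mode cell screen: cells plated at 1500/well and incubated overnight at 37 °C, then exposed to library compounds for 90 min at 37 °C. Detection reagent was added for 30–60 min at room temperature, and luminescence was read.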
# IL2 activator = activates IL-2 in a cell-based reporter assay | IL-2 activation reporter assay, cell-based qHTS; stimulated with anti-CD3/CD4/CD28 beads; in transgenic mouse T cells | activation, % (series mostly up to about 46 µM) | 360,000 compounds, 0.065% hits; in the data active = activation above about 50%; inconclusive = mostly about 30% to 49%; also: 0% is about no effect
#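 Readout is EGFP and DsRed signal by fluorescent plate cytometry after 18 h at 37 degrees C. Transgenic mouse T cells (750/well) received compound for 60 min before bead stimulation (anti-CD3, anti-CD4, anti-CD28); memory T cells served as non-tolerant control.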
# GLP1R ag = GLP-1 receptor (human) agonism | HEK293 GLP-1R CRE-luciferase, luminescence, 4-6 h; cells express a hypersensitive GLP-1R form | Potency, µM (series often up to 45.6 µM), for inactives: at the top dose activation, actives largely listed as activators | 380,000 compounds, 0.007% hits | AID 624172; also: potency is read from the fitted curve at half-maximal effect; % of control where 0% means no effect
# Numbers without * were called inactive; ? = inconclusive; nt = not tested or not shown; [ ] = dose if it differs, or a comment. Unless noted, calls follow the shape of the dose curve; as a rule, active = well fitted curve in the direction sought with a large enough effect; inconclusive = small, poorly fitted or top-dose-only effect, or another doubt; inactive = no such curve, though single readings can be large; an effect the other way counts as inactive or inconclusive.
# Results follow in this order: GLP1R cytotox	PLK1 PBD block	DRD3 antagonist	WRN helicase inh	PI5P4Ka inh	GLP-1R inv ag	D3 ag	IL2 activator	GLP1R ag
Cc1c(C(=O)Nc2ccc(F)cc2)oc2ccc(S(=O)(=O)N3CC(C)CC(C)C3)cc12 (stereo not given)
 : 5.4%	-8.2%	-62.1*	-13.2%	nt	0.0%	-4.2	-1.3	-6.3%
COc1cccc(CN2CCN(C(=O)Nc3ccc([N+](=O)[O-])cc3)CC2)c1
 : 3.9%	-11.3%	-29.8	-0.3%	3.6	?	-2.0	-0.2	8.9%
CCCn1c(N2CCN(C(=O)N3CCCCC3)CC2)nc2ccccc21
 : 5.7%	-4.6%	-11.0	-7.4%	-1.4	?	1.9	-0.9	5.2%
Cc1ccc(NC(=O)CSc2nnc(C3COc4ccccc4O3)o2)c(Cl)c1 (stereo not given)
 : -4.9%	-5.6%	0.5	-2.4%	-0.4	-23.9%	-1.3	-2.3	4.9%
COc1ccc(NC(=O)C2CCCN2C(=O)Oc2ccccc2)cc1 (stereo not given)
 : 0.3%	-2.8%	-4.4	-11.3%	1.1	6.3%	0.8	1.1	3.2%
O=C(NC1CCCCC1)N1CCN(c2ccccc2)CC1
 : -10.4%	-2.7%	1.8	2.5%	-6.9	-13.2%	2.7	-0.4	-5.5%
CS(=O)(=O)NCc1nnc(SCc2c(F)cccc2Cl)o1
 : 2.3%	?	3.3	-10.6%	1.8	9.3%	4.0	-1.4	4.7%
CNC(=S)NNC(=O)Cc1ccc(OC)c(OC)c1
 : 28.7%	-6.7%	6.0	-4.6%	-4.1	76.1%[activator]	-11.1	0.1	11.2%
Cn1c(=O)oc2cc(S(=O)(=O)Nc3cccc(C(=O)O)c3)ccc21
 : -7.3%	-2.4%	12.0	13.0%	nt	-2.2%	3.1	-0.3	-8.0%
NS(=O)(=O)c1ccc(CCNS(=O)(=O)c2ccc(Cl)s2)cc1
 : -7.5%	1.7%	-1.6	-1.4%	1.7	-1.0%	0.0	0.7	3.5%
CCc1ccc(NC(=O)C(C)OC(=O)CN2C(=O)NC3(CCCC3)C2=O)cc1 (stereo not given)
 : 5.8%	-1.8%	-7.9	-6.2%	12.2	-22.7%	1.3	0.3	-1.3%
COc1ccc(NC(=S)Nc2cc(-c3ccccc3)[nH]n2)cc1Cl
 : ?	21.2µM*	-17.4	-4.1%	nt	0.0%	-27.6	-1.6	4.2%
O=C(CN1CCCCC1)N/N=C/c1cccc(C(F)(F)F)c1
 : 0.4%	-0.3%	-4.7	-6.3%	1.1	-28.0%	-13.1	-0.5	21.0%
CC(C)Nc1nc(Cl)nc(Nc2ccccc2)n1
 : 2.0%	1.5%	8.8	7.0%	2.9	64.0%[activator]	5.3	-2.6	-1.4%
COc1ccccc1CNc1nc(-c2cc(C)n(C)c2C)cs1
 : -0.7%	?	0.2	-10.0%	-72.2*	15.8%	-10.5	1.1	1.5%

# The list goes on, starting with the last 5 of the part before.
# Results follow in this order: GLP1R cytotox	PLK1 PBD block	DRD3 antagonist	WRN helicase inh	PI5P4Ka inh	GLP-1R inv ag	D3 ag	IL2 activator	GLP1R ag
CCc1ccc(NC(=O)C(C)OC(=O)CN2C(=O)NC3(CCCC3)C2=O)cc1 (stereo not given)
 : 5.8%	-1.8%	-7.9	-6.2%	12.2	-22.7%	1.3	0.3	-1.3%
COc1ccc(NC(=S)Nc2cc(-c3ccccc3)[nH]n2)cc1Cl
 : ?	21.2µM*	-17.4	-4.1%	nt	0.0%	-27.6	-1.6	4.2%
O=C(CN1CCCCC1)N/N=C/c1cccc(C(F)(F)F)c1
 : 0.4%	-0.3%	-4.7	-6.3%	1.1	-28.0%	-13.1	-0.5	21.0%
CC(C)Nc1nc(Cl)nc(Nc2ccccc2)n1
 : 2.0%	1.5%	8.8	7.0%	2.9	64.0%[activator]	5.3	-2.6	-1.4%
COc1ccccc1CNc1nc(-c2cc(C)n(C)c2C)cs1
 : -0.7%	?	0.2	-10.0%	-72.2*	15.8%	-10.5	1.1	1.5%
CC(=O)NS(=O)(=O)c1ccc(NC(=O)C2C3C=CC(C3)C2C(=O)O)cc1 (stereo not given)
 : -8.6%	-2.2%	0.7	-13.4%[57.1 µM]	-2.8	15.4%	2.1	-1.6	3.5%
O=C(COc1ccccc1)Nc1cccc(-c2nc3cc4ccccc4cc3[nH]2)c1
 : -26.6%	-3.1%	14.7	-19.8%	nt	?	11.1	-3.6	-16.4%
CC(C)CNC(=O)CCSc1nc(-c2ccc3c(c2)OCO3)cc(C(F)(F)F)n1
 : 2.1%	nt	nt	nt	nt	19.3%	8.6	nt	23.4%
CC(=O)NCCNc1nc2cc(-c3ccsc3)sc2c(=O)n1C
 : 9.8%	-9.4%	-28.8	-5.7%	2.9	15.6%	5.4	-0.3	0.6%
CCCNC(=O)C(=O)Nc1ccc(N(C)C)cc1
 : 1.3%	-8.6%	-0.9	-4.3%	-15.2	-1.1%	-17.2	0.6	0.7%
CCOc1cccc(-c2csc(C3COc4ccccc4O3)n2)c1 (stereo not given)
 : 9.9%	-8.8%	-19.2	-0.7%	7.5	4.4%	-2.1	-3.0	-6.9%
COc1ccc2c(c1)C(c1cccs1)=NNC(c1ccncc1)=N2
 : 6.9%	-3.1%	-25.7	-2.6%	2.2	2.3%	1.7	-0.2	14.4%
COc1cc(NC(=O)[C@H]2CCCN2S(=O)(=O)c2cccc3cccnc23)cc(OC)c1OC
 : 1.7%	1.6%	3.3	-4.5%	-1.1	19.5%	-10.5	0.8	6.4%
Cc1ccc(CNC(=O)Cn2c(=O)n(-c3ccccc3)c(=O)c3c2c2cc(C)ccc2n3C)cc1
 : 1.0%	nt	nt	nt	nt	2.3%	-1.2	nt	-1.9%
CCCC(=O)N/C(N)=N/c1nc(C)c2ccccc2n1
 : ?	-2.3%	3.4	9.0%	3.2	-21.8%	3.8	-5.4	6.8%
CCCCSCCCNC(=O)c1cn(CC)c2ccc(S(=O)(=O)N(C)C3CCCCC3)cc2c1=O
 : 3.9%	nt	nt	nt	nt	1.6%	1.3	nt	1.3%
O=C1C(Cc2ccc(F)cc2)SC(=Nc2ccccc2)N1c1ccccc1 (stereo not given)
 : -6.6%	3.0%	7.6	-22.7%	26.0	-5.8%	-3.4	0.1	4.2%
Clc1ccc(C2CSc3c4ncnc-4ncn32)cc1 (stereo not given)
 : -0.8%	-3.4%	1.5	-7.4%	-8.5	22.5%	3.8	1.2	12.9%
COc1cc(C(=O)OCC(=O)c2cc(C)n(C)c2C)cc(NC(=O)c2ccco2)c1OC
 : -0.6%	-4.8%	12.0	-6.4%	0.0	0.0%	8.3	1.0	9.9%
CCOCCn1c(CN2CCOCC2)nc2c1c(=O)[nH]c(=O)n2C
 : 0.7%	2.5%	4.2	-2.9%	7.7	3.5%	1.4	1.2	-5.5%

# Continuation.
structure	GLP1R cytotox	PLK1 PBD block	DRD3 antagonist	WRN helicase inh	PI5P4Ka inh	GLP-1R inv ag	D3 ag	IL2 activator	GLP1R ag
CC(C)(C)C1=C(C#N)C(c2ccncc2)C(C#N)=C(N)O1 (stereo not given)	77.2%[activator]	?	-19.2	-24.5%	?	16.7%	0.2	-2.7	2.6%
CC1(C(=O)NS(=O)(=O)c2ccc(Cl)s2)CCN1C(=O)Cc1cc(F)ccc1F (stereo not given)	4.3%	-3.1%	0.0	4.9%	-2.7	?	-7.9	-0.1	-4.5%
COc1ccc(OC)c(CN2CCC(C(=O)N3CCN(c4ccccc4F)CC3)CC2)c1	26.8%	-1.8%	-1.8	-12.7%	11.8	-43.5%	-7.4	-0.5	-9.0%
Cc1cccc2c1-c1sc(C(=O)NCCCN3CCC(C)CC3)cc1CO2	-13.4%	-5.9%	-95.3*	0.2%	-0.7	?	-14.7	-3.4	4.8%
OC(CN1CCCC1)Cn1ccc2ccccc21 (stereo not given)	23.3%	-4.4%	4.3	-2.7%	-4.0	9.0%	-12.4	2.4	-0.1%
CCN(CCn1cccn1)C(=O)CCc1nnc(-c2ccc3c(c2)OCO3)o1	8.0%	-3.4%	-12.8	-23.7%[57.1 µM]	2.8	9.0%	-3.6	-0.8	-0.2%
O=C1CCSc2c1ccc1ccccc21	79.3%[activator]	-4.2%	-28.5	-1.4%	16.6	-6.2%	-6.1	-0.7	3.7%
COc1ccccc1-n1c(CNc2ccc(F)cc2)nnc1SCC(=O)Nc1cc(C)on1	-16.9%	2.0%	?	0.3%	-11.8	-30.0%	2.8	0.1	-14.4%
O=C1C(=C2SCCCS2)CC/C1=C\c1ccc(F)cc1	-5.6%	-5.5%	-19.7	-6.8%	4.7	?	5.3	-0.3	-14.1%
O=C(NCc1ccccc1)NC12CC3CC(CC(C3)C1)C2	0.3%	7.3%	22.3	-0.2%	-1.6	?	-3.3	-0.5	-6.5%
CCOc1ccc(N(C)S(=O)(=O)c2cnc[nH]2)cc1	0.2%	-4.6%	?	-10.8%	0.8	9.3%	-1.9	-0.1	-2.4%
CN1CCCCC1(C)C(=O)NCc1ccc(F)cc1 (stereo not given)	1.7%	-6.2%	0.0	-1.8%	0.5	25.6%	1.1	-0.2	-0.7%
O=C(N1CCCC1)N1CCN(S(=O)(=O)c2ccccc2)CC1	14.5%	5.5%	-1.0	-3.8%	9.3	1.9%	-7.9	1.1	-1.2%

# Source: PubChem (National Center for Advancing Translational Sciences (NCATS))
